SUMO Mot1 rescue: yeast Mot1-301 growth rescue at high temperature, primary screen, SUMOylation pathway inhibitor project, S. cerevisiae, ATP luminescence, 38.5C; S. cerevisiae Mot1-301 growth rescue; percent above DMSO median, 100 means doubled; growth rescue, % at 18.8 µM; 320,000 compounds, 1% hits; AID 2716, 2010;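 active means every valid replicate shows activation above 250% relative to neutral control wells; inactive means the rest, any valid replicate at or below 250%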;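 further: OY570 slx delta 5 strain wells were the positive control but not used for scaling; some compounds called inactive have numbers as strong as hits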
Ecoli viability: E. coli V3065 growth inhibition, primary screen, counter-screen for AddAB inhibitor project, absorbance, OD600; AID 449728, 2010; 18 h; 330,000 compounds, 0.27% hits; inhibition, % at 11.9 µM;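 active means inhibition above the campaign's mean inhibition across all tested compounds plus 3 SD, cut at about 9.9% in these data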;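 further: uninfected addAB+ strain grown without phage in ampicillin broth; 0% = DMSO wells and 100% = ciprofloxacin 0.95 µg/ml wells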
phage Ecoli inh: growth loss of phage-infected E. coli, primary screen, RecBCD inhibitor project, absorbance, with phage, HTS | inhibition, % at 11.9 µM | 360,000 compounds, 0.26% hits; in the data active means inhibition above about 11%
DAGLB inhibitor: DAGLB lipase inhibitors, primary screen, biochemical, fluorescence, HTS; inhibition, % at 5.17 µM; HEK293T DAGLB membrane lysate, EnzChek fluorogenic substrate; Diacylglycerol lipase-beta (Homo sapiens), Q8NCG7; 340,000 compounds, 0.059% hits; in the data active means inhibition above about 34%;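 further: 0% = enzyme with vehicle and 100% = wells lacking enzyme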
CDK5 p35 inh: inhibitors of human CDK5/p35 kinase, primary screen, biochemical, single concentration | Recombinant CDK5/p35, ADP-Glo luminescence, 60 min | 330,000 compounds, 0.01% hits | inhibition, % at 10 µM | Cyclin-dependent kinase 5 (Homo sapiens) + Cyclin-dependent kinase 5 activator 1 (Homo …;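 active means highest replicate inhibition of at least 50% and at least 75% of replicates reaching 50%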;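 further: plate controls were DMSO neutral control for no effect and GW8510 at 10 µM for full effect; many of its hits are not listed in these tables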
HTR5A ag ctr: HTR5A agonists in luminescence cell assay, primary screen, counter-screen for OPRM1-OPRD1 heterodimer agonist project, full-deck HTS; 5-hydroxytryptamine receptor 5A (Homo sapiens), P47898; AID 504692, 2011; activation, % at 9.3 µM; 340,000 compounds, 0.61% hits; cell-based; in the data active means activation mostly above about 9.5%, no sharp cut-off; inactive means mostly below about 7.6%;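 further: 0% = cells with vehicle only and 100% = reference agonist; strong numbers were not always called active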
Target sequence (P47898 whole entry, looked up): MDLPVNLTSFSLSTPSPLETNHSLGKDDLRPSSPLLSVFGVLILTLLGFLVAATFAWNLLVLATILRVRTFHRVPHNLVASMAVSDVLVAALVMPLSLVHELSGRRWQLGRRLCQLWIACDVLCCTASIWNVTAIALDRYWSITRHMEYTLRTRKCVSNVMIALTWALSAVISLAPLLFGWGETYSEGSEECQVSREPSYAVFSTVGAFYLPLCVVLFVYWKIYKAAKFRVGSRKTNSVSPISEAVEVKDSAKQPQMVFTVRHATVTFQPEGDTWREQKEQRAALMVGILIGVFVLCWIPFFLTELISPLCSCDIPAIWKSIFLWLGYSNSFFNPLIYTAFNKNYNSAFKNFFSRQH
Tat export inh: E. coli Tat export inhibitors, primary screen, MC4100, TorA-mCherry reporter, fluorescence, single point. 340,000 compounds, 0.036% hits. inhibition, % at 10 µM. AID 488895, 2010;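 active means mean replicate inhibition at least 50% and at least half of replicates individually reaching 50%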;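 further: exported cargo escapes ClpAP degradation while cytoplasmic cargo is degraded and loses fluorescence; 0% = median of neutral control wells and 100% = median of NaSCN control wells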
PKA-R2B activ: activators of PKA-R2B holoenzyme, primary screen, biochemical, fluorescence polarization, Cy5-IP20, human; AID 504700, 2011; activation, % at 11.4 µM; PKA-R2B holoenzyme dissociation; R2B truncated from residue 108, S112A mutant; 0% DMSO only, 100% 113 µM cGMP; 340,000 compounds, 0.079% hits; cAMP-dependent protein kinase catalytic subunit beta (Homo sapiens) + cAMP-dependent …;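 active means activation above a cutoff set at the mean over all compounds plus 3 SD, cut at about 18% in these data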;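 further: higher means more holoenzyme dissociation and a rise in polarization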
Target sequence (P31323 whole entry, looked up, other chains not shown, the tested form may be a part): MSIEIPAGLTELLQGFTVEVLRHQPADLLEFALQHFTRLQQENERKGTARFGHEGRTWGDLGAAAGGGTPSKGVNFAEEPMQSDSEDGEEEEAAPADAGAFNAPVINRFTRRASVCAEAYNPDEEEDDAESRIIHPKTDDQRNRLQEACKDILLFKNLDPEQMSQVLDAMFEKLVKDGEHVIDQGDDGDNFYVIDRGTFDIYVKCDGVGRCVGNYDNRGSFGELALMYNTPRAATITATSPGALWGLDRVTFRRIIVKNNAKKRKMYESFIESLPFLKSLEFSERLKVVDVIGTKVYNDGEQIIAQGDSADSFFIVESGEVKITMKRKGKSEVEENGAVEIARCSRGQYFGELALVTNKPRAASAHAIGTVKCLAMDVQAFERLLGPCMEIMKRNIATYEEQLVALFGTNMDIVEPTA
PKA-R1A act: activators of PKA-R1A holoenzyme, primary screen, biochemical, fluorescence polarization, Cy5-IP20, bovine R1A, mouse PKAc. cAMP-dependent protein kinase type I-alpha regulatory subunit (Bos taurus) + …. PKA-R1A dissociation; scaled: DMSO 0%, 113 µM cGMP 100%. activation, % at 11.4 µM. 340,000 compounds, 0.083% hits. AID 504707, 2011;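 active means percent activation above the mean of all tested compounds plus 3 SD, cut at about 19% in these data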;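 further: higher means more PKAc released from R1A so a rise in polarization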
HTR5A inv ag: HTR5A inverse agonists in luminescence cell assay, primary screen, counter-screen for OPRM1-OPRD1 heterodimer inverse agonist project, full-deck HTS; 340,000 compounds, 0.083% hits; inhibition, % at 9.3 µM; HTR5A cell line, inverse agonism; in the data active means inhibition mostly above about 23%, no sharp cut-off; inactive means mostly below about 18%;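 further: 0% = cells with DMSO and 100% = no-cell wells with DMSO; some compounds called inactive have numbers as strong as hits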
AddAB inh: growth inhibition of E. coli expressing H. pylori AddAB, primary screen, AddAB inhibitor project, absorbance. inhibition, % at 11.9 µM. 330,000 compounds, 0.29% hits. AID 435030, 2010; in the data active means inhibition above about 12%;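 further: 0% = vehicle wells of infected cells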
Starred values were filed as active, the others as inactive; x = not tested or not shown; & = joins results of further samples; ! = not active in a repeat.

Under each structure – SUMO Mot1 rescue	Ecoli viability	phage Ecoli inh	DAGLB inhibitor	CDK5 p35 inh	HTR5A ag ctr	Tat export inh	PKA-R2B activ	PKA-R1A act	HTR5A inv ag	AddAB inh
> CCOc1ccc(C(=O)c2nc3c(n2O)CCCCC3)cc1
 : 12	-2.2	1.1	-9	0.5	0	-1	-10	-4	-21	1.8
> COc1ccc(NS(=O)(=O)c2cccc(C(=O)NCC(c3ccco3)N3CCCC3)c2)cc1 (stereo not drawn)
 : 0	0.1	2.1	2	0.7	-1	0	-3	0	3	2.8
> COC(=O)c1nc(NC(=O)c2ccc(F)cc2)n[nH]1
 : x	x	2.7	2	-0.6	7	-2	-5	2	-18	x
> Cc1cc(C)c(C(=O)CSc2nc3ccccc3c(=O)[nH]2)cc1C
 : 0	-0.2	1.3	-1	1.6	0	1	-3	-2	0	-2.0
> O=C(NCC(=O)N(c1cccnc1)C(C(=O)NC1CCCCC1)c1cccnc1)c1ccco1 (stereo not drawn)
 : 10	0.5	1.1	2	-0.1	-2	-5	-3	-5	-1	2.5
> O=C(OCc1ccccc1)N1CCC2CC1c1c(Cl)cccc12 (stereo not drawn)
 : x	x	0.4	-9	-0.8	-2	5	-2	14	9	x
> Cc1cc(NC(=O)CCC(=O)N(c2cccc(F)c2)C(C(=O)NC2CCCC2)c2ccncc2)no1 (stereo not drawn)
 : 163	-1.9	1.3	-1	0.1	-4	-5	2	-10	-7	0.2
> COC(=O)Nc1ccc(S(=O)(=O)N2CCC(C(=O)NC3CCCCC3)CC2)cc1
 : 308*	0.2	-0.1	-3	-0.4	5	-9	-7	-1	-7	5.1
> CC1CCCCC12NC(=O)N(CC(=O)Nc1ccc(Cl)c(S(=O)(=O)N3CCOCC3)c1)C2=O (stereo not drawn)
 : x	x	4.0	2	-0.7	0	-2	4	-6	0	x
> Cc1ccc(NC(=O)C2(c3ccccc3)CCOCC2)c([N+](=O)[O-])c1
 : -25	1.3	0.7	0	-0.2	6	-4	-7	-1	-20	1.8
> CCOc1ccc2nc(SCC(=O)Nc3ccc(S(=O)(=O)N4CCCC4)cc3)c(C)cc2c1
 : 8	-0.1	-1.7	5	-0.9	4	4	-5	-13	-11	0.7
> CCCCN(C)CCNC(=O)c1c[nH]c2ccc(S(=O)(=O)N(CC)CC)cc2c1=O
 : -7	-0.1	2.4	1	1.4	-1	-1	-5	-7	-7	1.8
> COc1cc(OCc2ccccc2)c(OC)c(OCc2ccccc2)c1
 : x	x	3.5	-13	-0.9	2	7	0	-3	-9	x
> CCOc1ccc(CC(=O)N/N=C(\C)c2cccnc2)cc1
 : 4	x	0.9	-2	0.0	1	-2	-8	-5	-3	x
> COc1ccccc1/C=C\C(=O)NCC(=O)N/N=C(\C)Cc1ccccc1
 : 12	1.1	1.0	-1	0.1	2	-4	-13	2	13	-1.0
> CC(=O)Nc1ccccc1OCCOc1ccc(Br)cc1
 : -14	-1.1	1.8	-3	0.4	2	7	-3	-6	-4	5.5
> COC(C[C@H]1O[C@@H]1[C@H](O)[C@H](C)OCc1ccccc1)OC
 : -10	0.0	-3.5	0	0.2	5	-1	0	4	-3	1.1
> C/C(=C\C(=O)c1ccc(Cl)cc1Cl)N(C)C
 : 156	0.5	1.9	0	0.2	-5	3	-4	-3	-4	-0.8
> COc1ccc(NC(=O)N2CCCc3cccc(C)c32)cc1
 : -9	0.9	1.1	-2	-1.8	3	-4	-13	2	-27	1.1
> C[C@@H](NC(=O)Cn1ccc(N)nc1=O)c1cccc2ccccc12
 : -20	0.5	6.2	1	-0.8	2	-4	-10	-9	4	-0.9
> O=C1CCC(=O)N1CC1CC2CCC1C2 (stereo not drawn)
 : 1	-1.2	1.5	0	1.7	-1	-10	4	0	4	0.2
> Cc1cccc(-c2nnc3sc(-c4ccccc4)nn23)c1
 : 46	-2.9	1.6	-10	-1.1	-2	-8	-4	-1	-23	-2.4
> O=C(Cc1ccccc1[N+](=O)[O-])N1CCOCC1
 : -7	-1.2	0.9	-1	0.2	1	0	-6	-7	-3	-0.8
> Cc1cc(NC(=O)COC(=O)[C@@H]2CCCN2C(=O)c2cccs2)no1
 : x	x	3.5	1	2.1	2	4	7	-2	-10	x
> C#CCOCCOCCOCCNc1nc(N2CCN(C(=O)[C@H](C)n3cc(CCC(=O)O)nn3)CC2)nc(N2CCN(C(=O)[C@H](CCCCN)n3cc(CCCC)nn3)CC2)n1
 : x	x	0.6	4	-0.4	3	0	8	-3	-8	x
> COc1ccc(CCN(C)C(=O)CSc2nccn2C)cc1OC
 : 152	-1.7	0.9	-3	1.6	-3	0	-4	-4	8	-1.6
> O=C(NC1CC1)C1Nc2ccc(OC(F)(F)F)cc2C2C=CCC12 (stereo not drawn)
 : 23	1.9	2.4	3	-0.2	2	1	1	10	13	4.5
> C1CCCCCC(NCCN2CCNCC2)CCCCC1
 : -4	1.2	2.1	-2	0.2	5	7	-1	-4	24	2.4
> O=C(O)C1CCN(Cc2ccccn2)CC1
 : -13	0.4	3.2	-1	-0.1	-1	3	-1	5	2	0.3
> C=CCn1c(Cc2csc(N)n2)nnc1SCC(=O)OCC
 : 18	-0.3	2.2	0	-1.9	2	-1	-8	1	26	-0.3

The list goes on:
Compound	SUMO Mot1 rescue	Ecoli viability	phage Ecoli inh	DAGLB inhibitor	CDK5 p35 inh	HTR5A ag ctr	Tat export inh	PKA-R2B activ	PKA-R1A act	HTR5A inv ag	AddAB inh
COc1ccccc1CC(NC(C)=O)C(=O)NC1CCN(C(=O)NCc2ccccc2)CC1 (stereo not drawn)	x	x	0.7	0	0.0	1	2	9	0	-8	x
Cc1onc(-c2c(F)cccc2Cl)c1C(=O)Nc1nccs1	264	-1.4	2.6	-1	1.3	3	-1	2	-6	-9	2.7
COc1ccc(N2CCN(CCCNC(=O)C(=O)c3c[nH]c4ccccc34)CC2)cc1	-18	-2.9	0.4	4	-1.3	-1	8	3	-7	7	-1.1
CC(C)C1C(C#N)=C(N)Oc2n[nH]c(-c3ccc4ccccc4c3)c21 (stereo not drawn)	28	2.6	3.2	1	0.2	0	-8	2	3	-12	3.7
Cc1oc(-c2cccs2)nc1CS(=O)CC(=O)NCCc1ccccc1 (stereo not drawn)	-11	1.4	3.0	-1	2.4	1	-3	-5	3	-34	-3.0
O=C(Cc1ccccc1)NCC(=O)OC(c1ccccc1)c1ccccc1	-16	-0.9	2.5	-3	-0.5	-2	-1	9	5	16	-2.6
CCC(=O)NC(=S)Nc1ccc(NC(=S)NC(=O)c2ccccc2)cc1	x	x	0.2	-1	-1.7	-5	3	-7	-16	27	x
CC(Nc1cc(N2CCNCC2)ccc1[N+](=O)[O-])c1ccccc1 (stereo not drawn)	10	-1.4	2.7	7	0.7	0	-11	-13	4	-5	2.2
CCCCN(C)S(=O)(=O)c1ccc(C(=O)N(CCN(C)C)c2nc3ccc(C)cc3s2)cc1	-7	0.1	3.8	-2	0.9	5	11	14	-1	-14	-0.4
COc1cc(/C=N/NC(=O)c2ccncc2)ccc1O	-3&5	-3.2&-0.9	100*!	3&4	-0.1&0.1	-1&1	-9&6	6&6	-1&-10	4&-3	-1.8&-4.9
COc1ccc(C2=NOC(Cn3nc(-c4ccccc4)cc3C(=O)NCc3ccccc3OC)C2)cc1 (stereo not drawn)	16	-0.7	1.9	-6	0.6	6	0	-11	-5	1	2.9
CCOc1ccc(CN(C)C(=O)[C@H](C)NC(=O)c2ccco2)cc1OC	1	0.9	0.8	-1	-3.5	4	-6	1	-8	-11	2.4

Molecules shown so far that contain a COOH group, in the order listed:
Compound	SUMO Mot1 rescue	Ecoli viability	phage Ecoli inh	DAGLB inhibitor	CDK5 p35 inh	HTR5A ag ctr	Tat export inh	PKA-R2B activ	PKA-R1A act	HTR5A inv ag	AddAB inh
C#CCOCCOCCOCCNc1nc(N2CCN(C(=O)[C@H](C)n3cc(CCC(=O)O)nn3)CC2)nc(N2CCN(C(=O)[C@H](CCCCN)n3cc(CCCC)nn3)CC2)n1	x	x	0.6	4	-0.4	3	0	8	-3	-8	x
O=C(O)C1CCN(Cc2ccccn2)CC1	-13	0.4	3.2	-1	-0.1	-1	3	-1	5	2	0.3

Next section
Compound	SUMO Mot1 rescue	Ecoli viability	phage Ecoli inh	DAGLB inhibitor	CDK5 p35 inh	HTR5A ag ctr	Tat export inh	PKA-R2B activ	PKA-R1A act	HTR5A inv ag	AddAB inh
COc1ccc(NC(=O)CCC(=O)N/N=C/c2cccnc2)cc1	-2	-1.4	1.3	-6	-0.4	-2	-1	1	-2	8	1.7
CN(C)c1ccccc1C(=O)N1CCCC(Nc2ccc(F)cc2)C1 (stereo not drawn)	-4	-0.8	0.4	-1	x	2	2	3	-2	-3	3.4
O=c1cc(Cl)[nH]c(=O)n1Cc1ccc(F)cc1	4	2.4	3.4	0	1.9	1	2	11	-5	-8	4.0
CC1CCN(C2=C(NS(=O)(=O)c3ccc(Cl)cc3)C(=O)c3ccccc3C2=O)CC1	-12	-1.1	0.8	3	0.4	2	19	-6	-4	-4	1.2
Cc1cccc(CS(=O)(=O)c2ncc(Cl)c(C(=O)Nc3c(C)cccc3C)n2)c1	x	-5.0	0.6	4	x	-4	-1	7	8	15	3.4
COc1ccc(NC(=O)CN(C)CC(=O)NCCc2ccc(F)cc2)cc1	x	x	3.8	-3	-0.7	10	-3	-10	-5	-30	x
CC(Oc1ccc(Br)cc1)C(=O)NC1CCN(Cc2ccccc2)CC1 (stereo not drawn)	41	2.8	0.9	-1	0.9	2	6	-3	-11	-1	1.4
Cc1ccc2nc(Nc3ccc(C)c(C)c3)c3nncn3c2c1	7	-0.8	-0.6	0	0.7	-6	5	7	2	20	-0.2
OC(CNCCCCNCC(O)C(F)(F)F)C(F)(F)F (stereo not drawn)	-34	0.3	6.1	0	-1.3	4	-6	8	-15	-11	5.0

Screening data as filed in PubChem.
